KinaseGlo FLuc: counter-screen: inhibitors of Kinase-Glo firefly luciferase; Kinase-Glo luciferase, ATP luminescence, 8 min; Q27757; hit rate 0.28% among 200,000; Potency, µM (series often up to 38.3 µM), for the others: at the highest dose activity change, negative = inhibition, most hits filed as inhibitors; also: % is scaled to controls: 0 for no effect and ±100 for the full control effect; nearly all actives have a fitted effect of over 60% in size
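Recombinant Kinase-Glo luciferase, 10 uM ATP (linear range), luciferin; imidazole pH 7.2 / KCl / MgCl2 / Tween / BSA buffer; 8 min RT; luminescence.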
SMN2 splice enh: increases expression of the SMN2 splice variant; HEK293 SMN2-luciferase splicing reporter, luminescence, 30-36 h; Potency, µM (doses to about 46.1 µM), inactives show at the highest dose activity change, positive = activation, usual class: activators; hit rate 2.8% among 210,000; AID 1458; also: % of control where 0% means no effect; nearly all actives have a fitted effect of over 55% in size
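HEK293 cells carry an SMN2 minigene-luciferase reporter in which exon 7 inclusion puts luciferase in frame. Cells were seeded at 2000 cells/well, attached for 10-12 hours, then exposed to compounds for 30-36 hours at 37C before ONE-Glo luminescence.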
RECQ1 inh: inhibitors of human RECQ1 DNA helicase; RECQ1 DNA unwinding, red fluorescence kinetic read; Potency, µM (top dose mostly 57.3 µM), for inactives: top-dose activity, negative = inhibition, actives largely listed as inhibitors; hit rate 0.54% among 240,000; AID 2549;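 also: plate controls were vehicle for no effect and no enzyme for full effect; nearly all actives have a fitted effect of over 30% in size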
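50 nM RECQ1T1 preincubated 15 min with compound in Tris pH 8.0 buffer with MgCl2, DTT, Tween-20 and 2.5 ug/ml poly(dI-dC); started with 200 nM TAMRA/BHQ-2 forked duplex and 2 mM ATP. Unwinding read as fluorescence (525/598 nm), two reads 2 h apart.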
L3MBTL1 inh: inhibitors of human L3MBTL1. AlphaScreen L3MBTL1–H3K9me1 peptide binding. hit rate 0.66% among 230,000. AID 485360. Q9Y468. Potency, µM (highest dose often 57.1 µM), inactives show top-dose activity, negative = inhibition, actives largely listed as inhibitors; also: % is scaled to controls: 0 for no effect and ±100 for the full control effect; nearly all actives have a fitted effect of over 60% in size
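AlphaScreen proximity signal between nickel-chelate acceptor and streptavidin donor beads (final 10 ug/mL) reports binding of 50 nM L3MBTL1 to 75 nM biotin-H3 K9me1 peptide; complex incubated with compounds 30 min at room temperature; cefsulodin titration as control.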
JMJD2E inh: JMJD2E (human) inhibition; B2RXH2; JMJD2E catalytic domain, FDH-coupled NADH fluorescence (FDH is formaldehyde dehydrogenase); Potency, µM (highest dose often 57.1 µM), inactives show top-dose activity change, negative = inhibition, usual class: inhibitors; hit rate 1.6% among 230,000; active = well fitted inhibition curve with a large enough effect, not every such curve was filed as active; inconclusive = small, poorly fitted or top-dose-only effect, or another doubt; inactive = no such curve, though single readings can be large or run the other way;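 also: 0% = wells with enzyme and -100% = buffer wells without enzyme; nearly all actives have a fitted effect of over 50% in size; many of its hits are not listed in these tables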
Target sequence (B2RXH2 1-337 limits assumed): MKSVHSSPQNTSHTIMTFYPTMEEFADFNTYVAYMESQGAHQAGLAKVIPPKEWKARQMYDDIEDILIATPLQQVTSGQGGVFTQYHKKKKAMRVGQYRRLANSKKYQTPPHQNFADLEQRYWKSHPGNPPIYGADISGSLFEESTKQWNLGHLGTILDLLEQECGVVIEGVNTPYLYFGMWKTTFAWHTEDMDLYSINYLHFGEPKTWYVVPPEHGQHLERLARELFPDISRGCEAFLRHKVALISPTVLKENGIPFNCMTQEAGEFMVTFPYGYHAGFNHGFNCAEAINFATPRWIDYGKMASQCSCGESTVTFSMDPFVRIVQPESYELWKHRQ
Tau ThT inhib: blocks human tau fibril formation measured by thioflavin T; P10636; Potency, µM (highest dose often 57.4 µM), inactives show top-dose activity, negative = inhibition, actives largely listed as inhibitors; hit rate 2.1% among 270,000; recombinant tau K18 P301L, heparin-induced fibrillization, ThT fluorescence; also: % is scaled to controls: 0 for no effect and ±100 for the full control effect; nearly all actives have a fitted effect of over 55% in size
Target sequence (P10636 561-689 P618L limits assumed): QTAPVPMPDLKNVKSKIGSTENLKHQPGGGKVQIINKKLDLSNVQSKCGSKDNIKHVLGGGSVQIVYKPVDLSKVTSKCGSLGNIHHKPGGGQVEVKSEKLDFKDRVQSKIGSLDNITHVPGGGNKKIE
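ThT emission at 510 nm, taken 1 hr after adding 30 uM dye, quantifies aggregates formed when 20 uM heparin acts on human tau K18 P301L for 6 hr at 37 C.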
ALDH1A1 block: blocks purified human ALDH1A1 activity. AID 1030. P00352. Purified ALDH1A1, NADH fluorescence, propionaldehyde substrate. Potency, µM (series often up to 75.3 µM), for the others: at the top dose activity, negative = inhibition, usual class: inhibitors. hit rate 7.3% among 220,000; active = well fitted inhibition curve with a large enough effect, not every such curve was filed as active; inconclusive = small, poorly fitted or top-dose-only effect, or another doubt; inactive = no such curve, though single readings can be large or run the other way;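 also: plate controls were no enzyme wells and a reference inhibitor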
Target sequence (P00352 whole entry, looked up): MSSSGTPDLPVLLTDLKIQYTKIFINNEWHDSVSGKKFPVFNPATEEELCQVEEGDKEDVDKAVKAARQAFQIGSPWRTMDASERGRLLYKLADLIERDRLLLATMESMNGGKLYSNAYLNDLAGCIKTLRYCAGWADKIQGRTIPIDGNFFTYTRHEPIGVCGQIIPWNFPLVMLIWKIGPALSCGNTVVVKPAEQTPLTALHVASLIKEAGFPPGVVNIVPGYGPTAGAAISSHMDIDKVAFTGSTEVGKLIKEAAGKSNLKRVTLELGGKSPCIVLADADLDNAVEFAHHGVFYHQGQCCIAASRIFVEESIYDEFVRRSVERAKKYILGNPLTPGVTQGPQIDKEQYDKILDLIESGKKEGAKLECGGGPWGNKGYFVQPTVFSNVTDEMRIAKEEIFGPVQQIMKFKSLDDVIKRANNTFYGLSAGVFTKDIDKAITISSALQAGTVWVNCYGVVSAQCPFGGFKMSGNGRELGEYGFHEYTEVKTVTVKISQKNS
Lamin A splicing: modulators of lamin A splicing | HeLa LMNA splicing GFP/RFP minigene ratio, 48 h | Potency, µM (series often up to 46.1 µM), for inactives: at the top dose ratio change, negative = inhibition, hits mostly inhibitors | hit rate 0.01% among 200,000 | AID 1487; active = well fitted inhibition curve with a large enough effect in the signal ratio, with a control signal flat, not every such curve was filed as active; inconclusive = small, poorly fitted or top-dose-only effect, or effect the other way, or a change in a side signal; the % refers to the signal ratio; also: % is scaled to controls: 0 for no effect and ±100 for the full control effect
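Read-out is the ratio of GFP to DsRed2 object intensity, acquired by 488 nm laser-scanning cytometry on HeLa lamin A-EGFP minigene reporter cells. Compound incubation 48 hrs at 37 °C in Opti-MEM with 2% FBS; DMSO 0.5% final.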
* marks the source's active call; other numbers are inactive results; i = inactive; ? = inconclusive; . = no result given; [ ] = remark or other dose. Unless noted, calls follow the shape of the dose curve; as a rule, active = well fitted curve in the direction sought with a large enough effect; inconclusive = small, poorly fitted or top-dose-only effect, or another doubt; inactive = no such curve, though single readings can be large; an effect the other way counts as inactive or inconclusive. Potency is read from the fitted curve at half-maximal effect. Some of the compounds tested; rates above refer to the full screens.

SMILES	KinaseGlo FLuc	SMN2 splice enh	RECQ1 inh	L3MBTL1 inh	JMJD2E inh	Tau ThT inhib	ALDH1A1 block	Lamin A splicing
COc1ccc(-c2oc(NC(=O)c3ccc(C)cc3)c(C#N)c2-c2ccc(OC)cc2)cc1	-1.7%	-34.3%[inhibitor]	-7.3%	.	-16.3%	-10.3%	-11.1%	-12.7%
Clc1ccc(-c2nc(Cc3ccccc3)no2)cc1	0.7%	0.2%	-5.5%	.	1.2%	-14.8%	3.1%	1.5%
O=C(CSc1nc(C2CC2)nc2sc3c(c12)CCCC3)NCc1ccco1	0.1%	?	i	.	-0.9%	-2.9%	5.8%	-5.2%
Cc1nnc(SCC(=O)Nc2ccc(Oc3ccccc3)cc2)n1N	-0.6%	.	-12.2%	.	3.7%	-0.5%	-2.0%	-9.2%
O=C(NC(=S)Nc1ccc(N2CCOCC2)cc1)c1cccc(Cl)c1	0.0%	-7.8%	-5.4%	-27.1%	-0.8%	12.6µM*	?	0.1%
Cc1noc(C)c1S(=O)(=O)Nc1ccccc1Oc1ccccc1	.	.	i	9.9%	-24.8%	-8.6%	-0.7%	.
CN1CCN(CC(=O)n2c3c(c4ccccc42)CCCC3)CC1	-1.4%	10.7%	i	-5.4%	-2.7%	-16.0%	-11.5%	4.2%
O=C(Cn1c2c(sc1=O)C1c3ccccc3OCC1CS2)Nc1ccc(Cl)cc1 (configuration not stated)	0.7%	-31.3%[inhibitor]	-4.5%	-1.2%	-2.9%	0.4%	?	?
O=C(Nc1ccccc1C(F)(F)F)c1cc(-c2ccccc2O)on1	0.1%	?	4.9%	10.0%	-2.6%	1.2%	-2.6%	-5.5%
Cc1ccccc1C(=O)OCCCN=C1NS(=O)(=O)c2ccccc21	1.1%	-23.1%	-4.4%	-25.3%	1.6%	-3.8%	13.4%	-20.4%
COC(=O)c1c(O)cc(=O)n2c1CCCCC2	0.2%	3.2%	i	-3.0%	-27.5%	-2.8%	1.78µM*	-7.5%[46 µM]
O=C(Nc1ccc(N2CCN(C(=O)c3ccccc3F)CC2)cc1)c1ncn[nH]1	-1.3%	-6.6%	i	.	?	-25.8%	-1.2%	.
COc1ccc(OC)c(C(C)NC=O)c1 (configuration not stated)	-2.3%	0.7%	-13.5%	6.0%	5.9%	1.7%	9.7%	-0.1%
O=C(Cc1ccc(Cl)cc1Cl)Nc1cccc(S(=O)(=O)Nc2ccccc2F)c1	3.7%	-5.6%	-2.4%	9.0%	-11.9%	?	3.55µM*	?
COc1ccc(S(=O)(=O)N2CCCC(C(=O)N3CCN(C)CC3)C2)cc1C (configuration not stated)	0.9%	-16.3%	-6.8%	0.0%	-3.1%	-1.6%	-5.0%	-6.9%
CC1=C(C(=O)Nc2ccccc2)C(c2ccncc2)C(C#N)=C(SCC(=O)Nc2ccccc2)N1 (configuration not stated)	-3.1%	-3.6%	-2.9%	.	-5.3%	-0.4%	?	-6.9%
Cc1sc(Nc2ccc([N+](=O)[O-])cc2)nc1-c1c(C)n(C)n(-c2ccccc2)c1=O	-2.7%	-52.1%[inhibitor]	i	-4.9%	-2.5%	?	5.7%	?
O=C(CCCn1c(=S)[nH]c2ccsc2c1=O)Nc1ccc2c(c1)OCO2	-0.4%	9.6%	-19.0%	1.8%	1.0%	?	-6.2%	6.4%[46 µM]
CC(=O)Nc1cccc(/C(C)=N/NC(=O)c2c(-c3ccccc3Cl)noc2C)c1	-5.9%	-82.7%[inhibitor]	-1.8%	-1.8%	4.9%	-4.7%	?	?
CC1CC[C@]2(CO)CC[C@]3(C)C(=CCC4[C@@]5(C)CCC(O)C(C)(C)C5CC[C@@]43C)C2C1C (some centres not stated)	-1.5%	6.6%	i	.	1.1%	-1.7%	2.7%	.

A different layout for 2 compounds above:
O=C(Cc1ccc(Cl)cc1Cl)Nc1cccc(S(=O)(=O)Nc2ccccc2F)c1
  KinaseGlo FLuc: 3.7%
  SMN2 splice enh: -5.6%
  RECQ1 inh: -2.4%
  L3MBTL1 inh: 9.0%
  JMJD2E inh: -11.9%
  Tau ThT inhib: ?
  ALDH1A1 block: 3.55µM*
  Lamin A splicing: ?
COc1ccc(S(=O)(=O)N2CCCC(C(=O)N3CCN(C)CC3)C2)cc1C (configuration not stated)
  KinaseGlo FLuc: 0.9%
  SMN2 splice enh: -16.3%
  RECQ1 inh: -6.8%
  L3MBTL1 inh: 0.0%
  JMJD2E inh: -3.1%
  Tau ThT inhib: -1.6%
  ALDH1A1 block: -5.0%
  Lamin A splicing: -6.9%

Later entries:
SMILES	KinaseGlo FLuc	SMN2 splice enh	RECQ1 inh	L3MBTL1 inh	JMJD2E inh	Tau ThT inhib	ALDH1A1 block	Lamin A splicing
Cc1cnn(C(=O)c2ccccc2Br)c1	5.8%	19.2%	7.6%	.	-4.6%	-10.1%	?	1.0%
Cc1cccc(NC(NC(=O)c2ccccc2[N+](=O)[O-])C(Cl)(Cl)Cl)c1 (configuration not stated)	3.8%	-21.2%	-9.7%	-7.0%	-2.6%	-8.6%	7.7%	-4.9%
Cc1c(C(=O)O)oc2c1/C(=N\O)CCC2	-2.6%	9.9%	-8.2%	2.1%	0.6%	-3.1%	3.0%	-4.9%
Cc1ccc(CN2CCN(Cc3cnc(N4CCOCC4)s3)CC2CCO)cc1 (configuration not stated)	-4.1%	-24.3%	-1.9%	0.0%	-4.5%	-2.4%	-7.7%	6.7%[46 µM]
O=C(CCN1CCCCC1c1cccnc1)NCc1ccccc1 (configuration not stated)	-1.1%	4.4%	-0.4%	-1.0%	1.7%	3.7%	-5.9%	13.9%
Cc1cccc2sc(NNC(=O)c3ccc(S(=O)(=O)N4CCCC(C)C4)cc3)nc12 (configuration not stated)	2.6%	-78.4%[inhibitor]	-15.8%	?	?	?	?	?
CCN(CC)C(=O)COc1ccc(/C(C)=N/NC(=O)c2ccccc2Br)cc1	7.5%	-8.9%	-1.4%	.	12.6%	?	3.3%	2.6%[46 µM]
Cc1n[nH]c(C)c1C(=O)CC1(O)C(=O)N(CCc2ccccc2)c2ccc(Br)cc21 (configuration not stated)	0.1%	0.9%	-0.7%	-1.9%	3.1%	-5.5%	?	-2.4%
Cc1cc(C)cc(-c2cc3c(c(-c4c(O)c(-c5cc(C)cc(C)c5)cc5c4CCCC5)c2O)CCCC3)c1	0.0%	1.0%	-1.6%	.	3.2%	0.3%	13.4%	.
CCn1cc(C(=O)NCc2ccco2)c(=O)c2cc(S(=O)(=O)N3CCc4ccccc4C3)ccc21	-5.6%	-5.3%	-10.5%	-3.9%	?	?	20µM*	-6.1%
Cc1ccc(-n2ncc3c(NCCCOC(C)C)ncnc32)c(C)c1	1.1%	-1.2%	-13.8%	14.3%	?	-16.5%	?	1.6%
O=C(Cn1nc(C(=O)O)c2ccccc2c1=O)Nc1ccc2c(c1)C(=O)c1ccccc1C2=O	.	.	i	5.4%	-4.6%	?	?	.
COCC(=O)N(c1ccccc1)C(C)C(=O)OC (configuration not stated)	0.4%	-28.1%	7.7%	.	-2.2%	-1.4%	?	.
O=C(CCSc1ccc(Cl)cc1)NN=C1CCCCCC1	15.7%	-27.3%	-3.3%	.	3.7%	-10.5%	11.2µM*	.
COc1ccc(-c2n[nH]c(=S)n2/N=C/C=C\c2ccccc2OC)cc1	0.3%	13.1%	-5.7%	-12.0%	?	-7.3%	?	?
CC(=O)Nc1ccc2nc(C3CCCCC3)[nH]c2c1	-6.9%	22.0%	-11.8%	-2.4%	-5.4%	-5.7%	3.5%	1.4%
COc1ccc(C(=O)NNC(=O)CNC(=O)C2CCCCC2)cc1	3.6%	.	i	5.8%	3.3%	-0.3%	-4.2%	.
NC(CO)c1cn([C@@H](CCC(=O)O)C(=O)N2CCNCC2)nn1 (some centres not stated)	.	.	-9.1%	18.3%	-5.7%	-6.3%	-1.8%	.
COc1cc(/C=C2/SC(=O)N(Cc3ccccc3Cl)C2=O)ccc1OCc1ccncc1	-3.1%	-20.5%	-3.5%	0.0%	3.6%	-6.1%	0.447µM*	-1.7%[0.0737 µM]
CCOC(=O)c1ccccc1NC(=O)c1ccc2nccnc2c1	-3.8%	-4.6%	i	?	?	?	?	0.9%[46 µM]
CC(=O)c1ccc(NC(=O)Cn2c3ccccc3c3nc(=O)cc(C)n32)cc1	.	.	-7.7%	7.4%	-6.9%	-15.5%	.	.
COc1ccc(-n2c(C)nc3cc(C(=O)O)ccc32)cc1	-4.2%	11.0%	i	.	4.3%	-1.6%	9.2%	-0.4%
CCn1c2ccccc2c2cc(/C=N/NC(=O)c3ccccc3)ccc21	-1.6%	-81.1%[inhibitor]	-15.3%	5.0%	?	?	?	?
C=CCN1C(c2cccc(C(F)(F)F)c2)=CS/C1=C(/C#N)c1nnc(N2CCOCC2)n1-c1ccccc1	3.6%	-45.1%[inhibitor]	-8.4%	-14.9%	-1.4%	?	14.1µM*	?
CC1(C)C(c2ccccn2)=[N+]([O-])C(C)(C)N1O	-2.9%	-3.5%	-4.0%	7.6%	3.4%	8.7%	0.5%	-2.4%
Cc1nn(CC(=O)NCCc2ccc(Cl)cc2)c(C)c1[N+](=O)[O-]	-2.5%	18.5%	3.3%	1.7%	2.2%	-5.8%	?	7.4%
Cc1cc(C(=O)N2CCN(C(=O)c3ccco3)CC2)ccc1[N+](=O)[O-]	0.8%	0.8%	i	8.1%	7.1%	0.1%	4.0%	43.5%[46 µM]
O=C(CSc1nnc(SCc2ccccc2)s1)NNC(=S)Nc1ccccc1	5.7%	15.1%	-5.7%	-12.3%	-1.2%	3.9%	3.16µM*	-10.1%
CCCc1cc(=O)[nH]c(SCC(=O)Nc2cc3c(cc2C(C)=O)OCO3)n1	1.5%	25.7%	i	19.3%[11.4 µM]	?	10.4%	?	4.5%
CCCCCNC(=O)C(C#N)c1nc2ccccc2nc1N1CCCC1 (configuration not stated)	-2.3%	8.4%	-11.4%	.	?	-10.4%	-9.3%	-5.9%
